Screening results (PubChem BioAssay)
GSH bead fluor: compound fluorescence on glutathione beads, profiling panel, artefact control, biophysical, 488/530 nm, flow cytometry; GSH beads flow cytometry, compound fluorescence 488/530 nm; active compounds read high; 190,000 compounds, 0.25% hits; fluorescence (KMESF) at 10 µM; in the data active means fluorescence above about 89;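 further: glutathione beads carrying GST-tagged Bcl family fusion proteins plus one bare bead set; values are compound well signal with DMSO vehicle wells as background; inactives centre near 16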
Cdc42 wt GTP: modulators of GTP binding to wildtype Cdc42, primary screen, biochemical, multiplex bead flow cytometry, Bodipy-GTP | GST-Cdc42 beads; actives lie on both sides | percent activity (GTP binding), % at 10 µM | Cell division control protein 42 homolog (Homo sapiens), P60953 | AID 761, 2007 | 190,000 compounds, 0.2% hits;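 active means percent activity GTP binding at least 20 points away from the 100% baseline, either down as inhibitor or up as activator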;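 further: median bead fluorescence of bound Bodipy-FL-GTP at 100 nM; 0% = excess unlabeled GTP control and 100% = no compound control; below 100% means less GTP binding so inhibitor and above means activator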
Target sequence (P60953 whole entry, looked up): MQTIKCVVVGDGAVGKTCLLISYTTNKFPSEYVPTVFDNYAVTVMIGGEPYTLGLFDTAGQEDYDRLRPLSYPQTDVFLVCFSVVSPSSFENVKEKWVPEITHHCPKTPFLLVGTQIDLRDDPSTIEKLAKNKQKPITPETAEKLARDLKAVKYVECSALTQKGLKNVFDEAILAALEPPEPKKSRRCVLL
Pf gamet viab: late stage P. falciparum gametocyte viability inhibitors, primary screen, ATP luminescence, HTS. P. falciparum stage V gametocytes, 24 h. inhibition, % at 10.9 µM. 150,000 compounds, 0.065% hits. AID 743093, 2013;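 active means inhibition above the mean plus 3 SD of compounds within the control limits, set per campaign, cut at about 38% in these data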;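 further: 0% = DMSO wells and 100% = medium only without gametocytes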
ABCB1 inh: ABCB1 efflux pump inhibitors, primary screen, cell-based, multiplex, flow cytometry, ABCG2 counter-screen; CCRF-Adr cells, JC-1 efflux; inhibition, % at 6.6 µM; 190,000 compounds, 0.067% hits; in the data active means inhibition above about 40%;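 further: 0% = vehicle and 100% = reference inhibitor; higher value means more JC-1 retained so stronger ABCB1 efflux block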
Rac1 wt modul: wildtype Rac1 GTP binding modulators, primary screen, biochemical, GST-Rac1 beads, flow cytometry, multiplex; GTP binding activity (% of control), % at 10 µM; AID 757, 2007; fluorescent GTP binding; actives lie on both sides; 0 = cold GTP competed, 100 = untreated; 190,000 compounds, 0.27% hits;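 active means GTP binding activity at least 20 points away from the 100% control level, either lower or higher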
Avidin bead fluor: green autofluorescence of compounds with avidin beads – biophysical, 488/530 nm, flow cytometry, artefact control, profiling panel; compound fluorescence 488/530 nm; active compounds read high; 220,000 compounds, 0.38% hits; fluorescence (KMESF) at 10 µM; in the data active means fluorescence above about 47; further: inactives centre near 10
Rab2 wt GTP: modulators of GTP binding to Rab2A wildtype, primary screen, biochemical, dog, bead-based flow cytometry, multiplex | Ras-related protein Rab-2A (Canis lupus familiaris), P61105 | GST-Rab2 wt beads, Bodipy-GTP binding | GTP binding activity, % at 10 µM | 190,000 compounds, 0.19% hits | AID 760, 2007;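 active means GTP binding activity at least 20 points away from 100%, either lowered or raised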;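 further: 0% = beads with excess unlabeled GTP and 100% = no-compound control corrected for plate trend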
ABCG2 inh: ABCG2 efflux pump inhibitors, primary screen, multiplex with ABCB1, IgMXP3 cells, flow cytometry | inhibition, % at 6.6 µM | 190,000 compounds, 0.1% hits | Broad substrate specificity ATP-binding cassette transporter ABCG2 (Homo sapiens), Q9UNQ0 | JC-1 efflux;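 active means inhibition above 80%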;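 further: 0% = DMSO and 100% = nicardipine control wells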
Target sequence (Q9UNQ0 whole entry, looked up): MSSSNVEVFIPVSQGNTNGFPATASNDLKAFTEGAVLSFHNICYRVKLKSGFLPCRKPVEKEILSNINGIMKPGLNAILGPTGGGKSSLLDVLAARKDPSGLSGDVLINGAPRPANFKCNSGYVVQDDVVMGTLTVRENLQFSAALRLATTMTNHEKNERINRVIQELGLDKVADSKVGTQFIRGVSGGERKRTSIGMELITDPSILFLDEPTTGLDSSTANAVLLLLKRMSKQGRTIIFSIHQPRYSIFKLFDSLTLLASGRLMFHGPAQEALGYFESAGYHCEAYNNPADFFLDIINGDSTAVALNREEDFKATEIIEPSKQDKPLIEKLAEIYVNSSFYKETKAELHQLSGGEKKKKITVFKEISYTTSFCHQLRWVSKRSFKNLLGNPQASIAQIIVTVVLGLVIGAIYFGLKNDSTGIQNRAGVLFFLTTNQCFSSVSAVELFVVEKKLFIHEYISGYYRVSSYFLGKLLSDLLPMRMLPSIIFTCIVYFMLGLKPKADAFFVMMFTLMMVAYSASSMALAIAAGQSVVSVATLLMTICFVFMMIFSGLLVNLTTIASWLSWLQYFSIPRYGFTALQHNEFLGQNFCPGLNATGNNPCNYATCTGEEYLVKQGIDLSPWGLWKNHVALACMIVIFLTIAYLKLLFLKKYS
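test system = two drug-resistant human cell lines, ABCG2 and ABCB1 | amount = 3 million cells/mL final, two lines in 1:1 ratio | reagent = JC-1 transporter substrate | doses = one concentration, 6.6 µM final | incubation = 10 min at 25 °C | signal = flow cytometric JC-1 green MFI at 530 nm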
Rac1 act GTP bind: GTP binding modulators of activated mutant Rac1, primary screen, biochemical, bead-based flow cytometry, multiplex, fluorescent GTP; percent activity (GTP binding), % at 10 µM; 190,000 compounds, 0.11% hits; GST-Rac1 activated beads; actives lie on both sides; 100% means binding = to untreated wells; Ras-related C3 botulinum toxin substrate 1 (Homo sapiens), P63000;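 active means GTP binding at least 20 percentage points away from the 100% baseline, in either direction, so actives lie on both sides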
HRas wt GTP bind: modulators of GTP binding to HRas wildtype, primary screen, biochemical, bead-based flow cytometry, multiplex. GTP binding activity, % at 10 µM. GST-Ras wt beads, Bodipy-FL-GTP binding; actives lie on both sides. AID 759, 2007. 190,000 compounds, 0.14% hits. GTPase HRas (Homo sapiens), P01112;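 active means GTP binding activity at least 20% away from the 100% baseline, either lowered as inhibitor or raised as activator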;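 further: 0% = unlabeled GTP competition control and 100% = no-compound control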
Target sequence (P01112 whole entry, looked up): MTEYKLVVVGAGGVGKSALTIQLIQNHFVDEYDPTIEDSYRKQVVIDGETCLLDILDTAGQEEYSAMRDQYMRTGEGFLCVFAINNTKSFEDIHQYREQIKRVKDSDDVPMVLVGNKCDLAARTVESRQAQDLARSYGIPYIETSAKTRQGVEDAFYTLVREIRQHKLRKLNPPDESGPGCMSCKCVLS
Rab7 wt GTP bind: modulators of GTP binding to Rab7, primary screen, biochemical, wildtype, multiplex bead flow cytometry; Rab7 GTPase wild type (dog), Bodipy-FL-GTP binding; GST-Rab7 beads, fluorescent GTP binding; actives lie on both sides; untreated = 100%, excess cold GTP = 0%; GTP binding activity (percent of control), % at 10 µM; 190,000 compounds, 0.055% hits;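 active means fluorescent GTP binding to Rab7 beads changed by at least 20 points from the 100% baseline, either direction, mostly lower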;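 further: median green fluorescence of bound Bodipy-FL-GTP per Rab7 bead population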
* hit, by the source's call; · = no result given. Hits appear at their usual frequency; 1.1% or so of the library scored in one or more.

SMILES	GSH bead fluor	Cdc42 wt GTP	Pf gamet viab	ABCB1 inh	Rac1 wt modul	Avidin bead fluor	Rab2 wt GTP	ABCG2 inh	Rac1 act GTP bind	HRas wt GTP bind	Rab7 wt GTP bind
CC(C)Cc1c(O)nc(SCCN2CCOCC2)[nH]c1=O	10	95	·	0.8	96	14	95	3	99	97	97
O=C(CNc1ccc(F)cc1)N/N=C/C1CC=CCC1 (stereo not drawn)	19	96	-10	-0.1	98	5	97	0	98	96	98
C/C(CCc1ccco1)=N\NC(=O)CNc1cccc2ccccc12	16	98	-5	-0.6	94	8	96	-1	93	95	99
S=C1NCCOCCOCCOCCOCCNC(=S)NCCOCCOCCOCCOCCN1	29	101	·	-1.5	107	3	102	0	99	101	101
CCOC(=O)c1ccc(N2C(=O)CC(N3CCC(Nc4ccc(F)cc4)CC3)C2=O)cc1 (stereo not drawn)	50	101	·	3.1	104	12	95	19	99	99	97
CCOc1ccccc1N(CC(=O)NC(C)(C)C)C(=O)c1ccc(CN2CCOCC2)o1	39	100	·	0.1	101	8	101	0	101	101	98
Cc1nn2c(N3CCN(C(=O)c4ccco4)CC3)cc(C(C)(C)C)nc2c1-c1ccccc1	15	95	-13	1.5	94	10	104	3	101	98	102
COc1ccc(/C=C2/NC(=O)N(Cc3ccccc3F)C2=O)cc1OC	8	92	·	0.9	94	16	94	6	93	94	96
Cc1ccc2c(CN3CCC(C)CC3)cc(=O)oc2c1	17	103	·	1.6	106	30	101	6	99	102	99
CC(C)Cc1nnc(NS(C)(=O)=O)s1	39	97	·	0.5	102	13	104	4	101	99	104
O=S(=O)(NCC(c1ccco1)N1CCN(c2ccc(F)cc2)CC1)c1ccc(F)cc1 (stereo not drawn)	4	101	10	2.2	104	14	95	14	97	96	98
O=C(c1nc(-c2ccccc2)n(-c2ccccc2)n1)N1CCCCCC1	6	97	6	0.3	99	8	95	2	96	95	91
COc1ccc(N2CCN(C(c3cccs3)c3nnnn3C3CCCC3)CC2)cc1 (stereo not drawn)	22	102	·	1.1	102	17	100	1	100	102	97
CCc1nc(OCCN(C)C)c2oc3ccccc3c2n1	26	97	19	1.2	95	20	96	6	96	95	95
Cc1ccc(/C=C/C(=O)Nc2nc3ccccc3[nH]2)cc1	13	99	6	0.2	101	7	100	0	97	101	103
CC(C)C(=O)NC(=S)Nc1ccccc1N1CCN(C(=O)c2ccc(Cl)cc2)CC1	10	94	-2	6.0	99	9	95	6	93	96	102
O=C(CCN1CCCCCC1)Nc1ccc(F)cc1	25	103	·	0.1	108	5	99	1	102	103	98
O=C(CNC(=O)c1ccc(S(=O)(=O)N2CCCC2)cc1)N/N=C/c1ccco1	68	102	·	1.0	103	8	100	0	93	100	110
O=C(Nc1ccc([N+](=O)[O-])cc1)Nc1ccc2[nH]c(=O)[nH]c2c1	9	95	-21	-0.1	96	10	95	-2	95	97	103
COCCn1ccc(O)c(Cc2ccccc2)c1=O	37	100	·	-0.2	107	12	100	0	101	99	100
CCOC(=O)N1CCC(NC(=O)C2CCC(CNS(=O)(=O)c3ccc(OC)cc3)CC2)CC1 (stereo not drawn)	33	101	1	0.4	99	14	100	16	97	98	102
Cc1noc2ncnc(Oc3cc(Cl)ccc3Cl)c12	11	93	6	0.5	93	5	94	0	93	95	94
O=C(O)c1ccc(CSc2nc3ccc(N4C(=O)C5C6C=CC(C6)C5C4=O)cc3s2)cc1 (stereo not drawn)	12	95	·	0.1	95	16	93	4	95	95	93
Cc1c(C(=O)NCC2COc3ccccc3O2)oc2ccc(S(=O)(=O)N(C)C3CCCCC3)cc12 (stereo not drawn)	32	94	-4	1.4	95	30	91	6	92	94	94
Fc1ccccc1OCCCCn1cncn1	58	101	-6	-0.1	105	7	98	1	99	100	98
O=C(CSc1nnc(-c2cccc(Cl)c2)o1)Nc1ccc2c(c1)OCCO2	68	96	·	0.0	95	8	94	0	94	96	96
COc1cc(C)ccc1S(=O)(=O)n1nc(C)cc1C	11	94	1	0.6	97	11	96	9	96	97	97
Cc1ccccc1Cn1cc(NC(=O)c2cc(-c3ccco3)on2)cn1	9	90	21	-0.2	98	4	96	5	92	95	101
CCC(=O)NNC(=O)CCC(=O)Nc1ccccc1	17	103	·	0.2	100	15	102	0	99	101	101
Cc1ccc(C)c(S(=O)(=O)C(C#N)c2nc3ccccc3nc2N2CCCC2)c1 (stereo not drawn)	12	97	8	0.0	95	11	98	-1	91	100	102
Cc1ccc(N=Cc2sccc2C)cc1C	9	99	12	0.4	102	3	99	1	97	100	103
O=C(CSc1cccc[n+]1[O-])Nc1cc(S(=O)(=O)N2CCOCC2)ccc1Cl	4	97	·	-0.1	102	13	101	-1	100	100	102
Cc1cs/c(=N\N=C\c2ccccc2)n1Cc1ccco1	14	96	12	2.6	101	21	96	37	97	96	94
O=[N+]([O-])c1cc(-c2cnc3ccccc3n2)ccc1Oc1ccc(Br)cc1	36	101	-8	1.3	102	11	99	50	98	101	99
Nc1cc(-c2ccccc2)nn1S(=O)(=O)c1ccc(Br)cc1	17	101	·	-0.1	105	6	99	-1	101	100	98
Nc1ccccc1C(=O)NCc1ccc(Cl)cc1	16	101	-14	0.5	104	7	98	3	97	101	103
Cc1ccccc1NC(=O)CC(O)(C(F)(F)F)C(F)(F)F	4	101	8	0.1	101	17	101	0	96	104	106
Cc1cccc(C)c1OCC(=O)N/N=C/c1ccncc1	12	102	0	0.4	102	12	100	14	100	100	100
O=C(CSCc1ccc(Cl)cc1)Nc1ccc2c(c1)OCO2	24	98	-23	0.3	106	6	99	1	99	101	102
Cc1cc2[nH]c(=O)c3ccccc3n2n1	11	92	·	0.2	92	37	90	1	89	93	96
COc1ccc2c(c1)[nH]c1c(=O)n(Cc3ccco3)cnc12	17	100	·	0.5	97	36	99	2	96	99	100
Cc1c(C2N3CC4(C)CN2CC(C)(C3)C4=O)c2ccccc2n1C (stereo not drawn)	20	99	-23	1.7	102	40	101	39	99	100	96
Cc1c(C(=O)OCC(C)C)[nH]c2c1C(=O)CC(c1ccco1)C2 (stereo not drawn)	16	98	·	-1.1	103	5	100	1	98	99	98
C/C(N)=C(/C#N)C(=O)CSc1nc2ccccc2c(=O)n1Cc1ccc(C)cc1	13	98	3	1.6	100	7	98	3	94	100	103
CC(C)c1ccc(/C=N/n2nnnc2Nc2ccccc2)cc1	26	96	·	1.5	98	29	99	12	97	97	100
Cc1nnc(NC(=O)C(C)Sc2nncn2C)s1 (stereo not drawn)	18	109	·	-1.2	111	7	103	-2	101	104	106
CCN(CC)CCOC(=O)C1(c2ccccc2)CCOCC1	21	99	-14	0.0	105	6	99	-4	96	96	95
CCCN(CCO)Cc1cccc(Br)c1	30	102	·	-0.5	104	11	102	-5	101	98	100
Cn1c(SCc2nc(-c3ccc(Cl)cc3)no2)nnc1-c1ccco1	17	98	·	-0.8	99	6	103	-3	95	103	110
CCC(c1nnc(SCC(=O)Nc2ccc(S(N)(=O)=O)cc2)n1Cc1ccccc1)N(C)C (stereo not drawn)	16	95	1	0.0	97	11	96	0	95	96	97
Cn1c(-c2ccc(F)cc2)cnc1SCC(=O)N1CCCc2ccccc21	7	104	13	0.3	102	3	100	0	101	104	98
CCNc1nc(NCC)nc(N(C)N)n1	56	100	-9	2.1	101	6	99	10	95	100	94
Cc1ccc(C(=O)Nc2ccc(C(F)(F)F)n(C)c2=O)cc1	12	98	-8	-0.1	99	11	97	8	98	98	95
CCOc1ccc(OCC)c(NC(=O)Cn2cccc2)c1	47	101	·	0.0	102	11	99	15	98	101	98

Filtered by structure, the compounds so far with an aryl thioether with sulfur outside any ring (9)
SMILES	GSH bead fluor	Cdc42 wt GTP	Pf gamet viab	ABCB1 inh	Rac1 wt modul	Avidin bead fluor	Rab2 wt GTP	ABCG2 inh	Rac1 act GTP bind	HRas wt GTP bind	Rab7 wt GTP bind
CC(C)Cc1c(O)nc(SCCN2CCOCC2)[nH]c1=O	10	95	·	0.8	96	14	95	3	99	97	97
O=C(O)c1ccc(CSc2nc3ccc(N4C(=O)C5C6C=CC(C6)C5C4=O)cc3s2)cc1 (stereo not drawn)	12	95	·	0.1	95	16	93	4	95	95	93
O=C(CSc1nnc(-c2cccc(Cl)c2)o1)Nc1ccc2c(c1)OCCO2	68	96	·	0.0	95	8	94	0	94	96	96
O=C(CSc1cccc[n+]1[O-])Nc1cc(S(=O)(=O)N2CCOCC2)ccc1Cl	4	97	·	-0.1	102	13	101	-1	100	100	102
C/C(N)=C(/C#N)C(=O)CSc1nc2ccccc2c(=O)n1Cc1ccc(C)cc1	13	98	3	1.6	100	7	98	3	94	100	103
Cc1nnc(NC(=O)C(C)Sc2nncn2C)s1 (stereo not drawn)	18	109	·	-1.2	111	7	103	-2	101	104	106
Cn1c(SCc2nc(-c3ccc(Cl)cc3)no2)nnc1-c1ccco1	17	98	·	-0.8	99	6	103	-3	95	103	110
CCC(c1nnc(SCC(=O)Nc2ccc(S(N)(=O)=O)cc2)n1Cc1ccccc1)N(C)C (stereo not drawn)	16	95	1	0.0	97	11	96	0	95	96	97
Cn1c(-c2ccc(F)cc2)cnc1SCC(=O)N1CCCc2ccccc21	7	104	13	0.3	102	3	100	0	101	104	98
